All columns: NCI-60 one-dose screen, growth in % after 48 h at 10 µM unless noted; 100 = growth as untreated, 0 = no growth, -100 = all killed.
NCI-H322M = NCI-H322M lung cancer; AID 1794733; 80,000 compounds, 2.7% hits
NCI/ADR-RES = NCI/ADR-RES ovarian cells; 81,000 compounds, 4.4% hits
NCI-H23 = NCI-H23 lung cancer; 80,000 compounds, 4% hits
OVCAR-4 = OVCAR-4 ovarian cancer cells; 80,000 compounds, 3.7% hits; AID 1794784
SK-OV-3 = SK-OV-3 ovarian cancer cells | 80,000 compounds, 3.2% hits
NCI-H226 = NCI-H226 lung cancer; 79,000 compounds, 3.5% hits; AID 1794732
NCI-H460 = NCI-H460 lung cancer; 82,000 compounds, 6.8% hits
NCI-H522 = NCI-H522 lung cancer; 78,000 compounds, 8% hits; AID 1794739
IGROV1 = IGROV1 ovarian cancer; 79,000 compounds, 4.7% hits
Numbers without * were called inactive; . = not tested or not shown; & = joins results of further samples. The calls were made as follows: active = growth percent below 10; inactive = the rest.

SMILES | NCI-H322M | NCI/ADR-RES | NCI-H23 | OVCAR-4 | SK-OV-3 | NCI-H226 | NCI-H460 | NCI-H522 | IGROV1
N#C/C(C(=O)Nc1ccc(S(N)(=O)=O)cc1)=C1\C(=O)N(Cc2ccccc2)c2ccc(Cl)cc21 | 93 | 93 | 66 | . | . | . | 63 | 46 | 46
COc1cc(C2C(C(C)=O)=C(C)NC(C)=C2C(C)=O)cc(Br)c1O | 108 | 101 | 99 | 109 | 113 | 92 | 104 | 101 | 110
CC1=C(C#N)c2nc3cnccc3c(=O)n2[C@]1(C)O | 91 | 101 | 91 | 109 | 97 | 89 | 103 | 93 | 96
Oc1c(Br)cc(Br)c(O)c1Br | 104 | 105 | 96 | 114 | 116 | 103 | 103 | 107 | 111
O=C(Nc1cccc(F)c1)Nc1ccccc1B(F)F | 108 | 108 | 112 | . | 111 | 96 | 106 | . | 103
Cc1ccc(Br)c(C(=O)O)c1 | 99 | 96 | 93 | 110 | 90 | . | 109 | 78 | 104
COc1ccc(C2c3ccc4ccccc4c3Oc3nc(C)[nH]c(=O)c32)cc1 (stereo unspecified) | 101 | 94 | 92 | 113 | 100 | 92 | 99 | 77 | 96
C=CCCCOC1[C@H](OCc2ccccc2)C(OCc2ccccc2)C(OC)O[C@@H]1CNC(=O)c1cccc(I)c1 (stereo partly specified) | 70 | 26 | 44 | 23 | 46 | 67 | -7.8* | 42 | 43
CN(C(=O)CN(CCO)CC(=O)N(C)C(C)(C)Cc1ccccc1)C(C)(C)Cc1ccccc1 | 77 | 55 | 64 | 66 | 84 | 89 | 86 | 64 | 79
CN(C)CCCC(O)c1cccc2ccccc12 (stereo unspecified) | 111 | 120 | 112 | 113 | 127 | 113 | 114 | 96 | 106
c1ccc2sc(-c3ccncc3)nc2c1 | 114 | 98 | 94 | 98 | 96 | 86 | 102 | 89 | 100
CCSC1=CC(=O)c2ccccc2C1=O | 95 | 72 | 86 | -95* | 96 | 88 | 112 | -21* | 59
COc1ccc(-c2nnc(-c3nc(-c4cc(OC)c(OC)c(OC)c4)n4ccccc34)o2)cc1OC | 73 | 51 | 57 | 90 | 82 | 40 | 56 | 44 | 52
N#Cc1cc(-c2nc3ccccc3s2)c(=O)n(NS(=O)(=O)c2ccc(Cl)cc2)c1N | 102 | 104 | 95 | 103 | 84 | 81 | 105 | 96 | 96
C=CCn1c(C)nc2ccc(Nc3nc(Cl)nc4nc[nH]c34)cc21 | 88 | 105 | 99 | 85 | 89 | 82 | 96 | 87 | 87
O=C(N/N=C/c1cccs1)c1[nH]c2ccc(Br)cc2c1-c1ccccc1 | 45 | 18 | . | 72 | 36 | 51 | 6.5* | -44* | 18
CCOC(=O)C1=C(N)N(c2ccc(C)cc2)C2=C(C(=O)CC(C)(C)C2)C1c1ccccc1OC (stereo unspecified) | 93 | 100 | 109 | 108 | 103 | 100 | 111 | 98 | 99
Cc1cc(C)c2nc3c(c(C(O)C4CCCCN4)c2c1)CC/C3=C\c1ccc(Cl)cc1 (stereo unspecified) | 108 | 90 | 92 | . | 94 | 100 | 101 | 84 | 102
CCCCCNS(=O)(=O)c1ccc(C)cc1 | 92 | 103 | 109 | 97 | 104 | 97 | 104 | 84 | 105
CN(C(=O)c1ccc(C(F)(F)F)cc1C(F)(F)F)c1sc2c(c1C#N)CCC(=O)C2 | 94 | 55 | 50 | 59 | 86 | 102 | 113 | -60* | 98
Nc1[nH]n2cc(-c3ccc(Br)cc3)nc2c1N=Nc1ccc(S(N)(=O)=O)cc1 | 35 | 84 | 70 | 57 | 18 | 83 | 38 | 45 | 28
COc1cccc(/C=N/Nc2nnc3n2N=C(c2ccc(Cl)cc2)CS3)c1 | 81 | 82 | 93 | 84 | 93 | 86 | 91 | 81 | 62
O=S1(=O)Oc2c(Cl)cc(Cl)cc2S(=O)(=O)Oc2c(Cl)cc(Cl)cc21 | 97 | 103 | 106 | 89 | 94 | 104 | 101 | 97 | 109
c1coc(-c2cnc3ccccc3n2)c1 | 98 | 105 | 99 | 97 | 103 | 107 | 111 | 107 | 109
CC/C=C1/C(=O)C=C[C@@H]1C/C=C\CCCC(=O)OC | 108 | 58 | 75 | 97 | 117 | 88 | 98 | -38* | 105
c1ccc2c(-c3nc4ccccc4[nH]3)cccc2c1 | 64 | -16* | 44 | 77 | 31 | 79 | 15 | . | 44
Nc1ccccc1-n1nc2ccc3ccccc3c2n1 | 88 | 92 | 76 | 79 | 103 | 90 | 96 | 85 | 75
Clc1ccc(-c2nnc(SCc3ccccc3)n2-c2ccccc2)cc1 | 97 | 96 | 91 | 79 | 116 | 89 | 98 | 80 | 93
O=[N+]([O-])c1ccc2nc(N/N=C/c3ccc(O)cc3)sc2c1 | 59 | 82 | 73 | 56 | 82 | . | 49 | . | 47
NS(=O)(=O)/N=C1\NC(=O)NC1=C(Cl)Cl | 103 | 99 | 106 | 112 | 106 | 98 | 107 | 87 | 107
Cc1ccc(C)c(-n2c(-c3ccc(Br)cc3)csc2=NC(=O)c2ccccc2F)c1 | 93 | 57 | 55 | 41 | 87 | 82 | 40 | 168 | 213
COc1ccc(/C=C/c2cc(N3CCOCC3)c3cc(F)c(F)cc3n2)cc1OC | 30 | 4.7* | 42 | 36 | 55 | 35 | 25 | 7.5* | .
O=[N+]([O-])c1cc(F)ccc1CCc1ccc(F)cc1[N+](=O)[O-] | 101 | 105 | 91 | 99 | 121 | 99 | 104 | 104 | 108
Nc1nc(-c2ccccc2)c(N=Nc2ccc(Br)cc2)s1 | 75 | 89 | . | 57 | 94 | 80 | 71 | 71 | 76
CN1C(=O)N(C)C2C1NN=c1s/c(=C\c3ccc(Br)cc3)c(=O)n12 (stereo unspecified) | 50 | 17 | 42 | 62 | 30 | 60 | 13 | -15* | 48
O=P1(O)CC2=C(CC=CC2)C1 | 93 | 106 | 103 | 106 | 106 | 100 | 108 | 96 | 102
O=C1Nc2c(sc3ccc(Cl)cc23)C(c2cccc(Br)c2)N1 (stereo unspecified) | 90 | 103 | 91 | 107 | 88 | 96 | 100 | 96 | 79
CN1CCN(c2nc(-c3csc(-c4ccccc4)n3)cc3ccccc23)CC1 | 73 | 66 | 67 | 73 | 82 | 98 | -26* | 37 | 26
COC(=O)C(CCC#N)(CCC#N)C(C)=O | 102&101 | 115&105 | 111&96 | 109&107 | 121&105 | 108&99 | 106&105 | 98&103 | 113&104
Cn1c(=O)c2[nH]c(CO)nc2n(C)c1=O | 103&102 | 100&88 | 95&87 | 102&107 | 115&102 | 104&90 | 105&96 | 81&97 | 99&103

Overlap with the part before: two compounds, then new ones.
SMILES | NCI-H322M | NCI/ADR-RES | NCI-H23 | OVCAR-4 | SK-OV-3 | NCI-H226 | NCI-H460 | NCI-H522 | IGROV1
COC(=O)C(CCC#N)(CCC#N)C(C)=O | 102&101 | 115&105 | 111&96 | 109&107 | 121&105 | 108&99 | 106&105 | 98&103 | 113&104
Cn1c(=O)c2[nH]c(CO)nc2n(C)c1=O | 103&102 | 100&88 | 95&87 | 102&107 | 115&102 | 104&90 | 105&96 | 81&97 | 99&103
CN1CCN(Cc2ccc(NC(=O)c3[nH]ncc3Nc3cc(OC4CCCC4)ncn3)cc2)CC1 | 46 | 44 | 46 | 59 | 4.9* | . | 22 | 26 | 35
Cn1c(N2CCN(Cc3ccccc3)CC2)nc(-c2ccco2)c(C#N)c1=O | 110 | 104 | 100 | 108 | 108 | 113 | 99 | 95 | .
CCOC(=O)C1=CSC2=NC3=C(CCCC/C3=C\c3ccc(OC)c(OC)c3)C(c3ccc(OC)c(OC)c3)N12 (stereo unspecified) | 104 | 95 | 93 | 81 | 93 | 93 | 110 | 80 | 100
CN(C)CCOc1ccc(I)cc1Cc1ccccc1 | 80 | 84 | 86 | 91 | 109 | 99 | 96 | 99 | 86
O=C(NNC(=S)NC1CC1)c1cc2ccc1CCc1ccc(cc1)CC2 | 94 | 97 | 101 | 104 | 144 | 108 | 102 | 87 | 100
Cc1cc(N(CCCNc2ccnc3cc(Cl)ccc23)Cc2ccc3c(c2)OCO3)nc(N2CCOCC2)n1 | 37 | 47 | 51 | 23 | 90 | 67 | 20 | 8.5* | 11
Cc1c(C(=O)NCCC(=O)NO)sc2ncnc(Nc3ccc(Cl)cc3)c12 | 106 | 105 | 103 | 112 | 121 | 107 | 100 | 90 | 105
CCOC(=O)C(=O)c1c[nH]c2ccccc12 | 113 | 116 | 113 | 120 | 105 | 102 | 113 | 110 | 110
COc1ccc2oc3c(C)c4c(c(C)c3c2c1)C(=O)N(Cc1ccccc1)C4=O | 92 | 95 | 93 | 91 | 103 | 90 | 69 | 87 | 95
C=CCNc1ccc2c3c(cccc13)C(=O)N(CC=C)C2=O | 102 | 93 | 96 | 110 | 103 | 94 | 100 | 99 | 89
COc1cccc(-c2nc3sccn3c2-c2ccnc(NCCN3CC(C)(C)NS3(=O)=O)n2)c1 | 102 | 104 | 108 | 102 | 89 | 95 | 87 | 103 | 90
Clc1ccc2c([C@H]3CC[C@H](c4c[nH]c5cc(Cl)ccc45)c4[nH]c5cc(Cl)ccc5c43)c[nH]c2c1 | 93 | 106 | 101 | 109 | 104 | 109 | 116 | 83 | 101
CCOC(=O)c1ccc2n1CCc1cnc(Nc3ccccc3)nc1-2 | 78 | 87 | 94 | 86 | 91 | 72 | 75 | 89 | 60
COCCOCC(O)c1ccccc1 (stereo unspecified) | 98 | 105 | 103 | 113 | 94 | 102 | 107 | 90 | 101
N=c1c2c(=N)n3c(nc2nc2sc4cc(Cl)ccc4n12)sc1cc(Cl)c(Cl)cc13 | 98 | 108 | 94 | 88 | 94 | 93 | 82 | 51 | .
CN(C)c1ccc(Cc2cc(-c3ccc(Cl)c(Cl)c3)n[nH]c2=O)cc1 | 89 | 99 | 91 | 100 | 96 | 69 | 100 | 84 | 75
COc1ccc(/C=C/c2cc(N3CCOCC3)c3cc(Cl)c(Cl)cc3n2)cc1OC | 116 | 88 | 102 | 119 | 102 | 101 | 103 | 90 | 113
CC(=O)C1=C(O)C=C2Oc3c(C(=O)/C=C/c4cc(Cl)cc(Cl)c4)c(O)c(C)c(O)c3[C@]2(C)C1=O | -29* | -41* | -42* | 8.7* | -24* | -41* | -5.0* | -52* | -14*

Some of the entries so far, as a markdown table.
| Compound | NCI-H322M | NCI/ADR-RES | NCI-H23 | OVCAR-4 | SK-OV-3 | NCI-H226 | NCI-H460 | NCI-H522 | IGROV1 |
| --- | --- | --- | --- | --- | --- | --- | --- | --- | --- |
| CCOC(=O)C(=O)c1c[nH]c2ccccc12 | 113 | 116 | 113 | 120 | 105 | 102 | 113 | 110 | 110 |
| COc1ccc2oc3c(C)c4c(c(C)c3c2c1)C(=O)N(Cc1ccccc1)C4=O | 92 | 95 | 93 | 91 | 103 | 90 | 69 | 87 | 95 |
| C=CCNc1ccc2c3c(cccc13)C(=O)N(CC=C)C2=O | 102 | 93 | 96 | 110 | 103 | 94 | 100 | 99 | 89 |
| COc1cccc(-c2nc3sccn3c2-c2ccnc(NCCN3CC(C)(C)NS3(=O)=O)n2)c1 | 102 | 104 | 108 | 102 | 89 | 95 | 87 | 103 | 90 |
| Clc1ccc2c([C@H]3CC[C@H](c4c[nH]c5cc(Cl)ccc45)c4[nH]c5cc(Cl)ccc5c43)c[nH]c2c1 | 93 | 106 | 101 | 109 | 104 | 109 | 116 | 83 | 101 |
| CCOC(=O)c1ccc2n1CCc1cnc(Nc3ccccc3)nc1-2 | 78 | 87 | 94 | 86 | 91 | 72 | 75 | 89 | 60 |
| COCCOCC(O)c1ccccc1 (stereo unspecified) | 98 | 105 | 103 | 113 | 94 | 102 | 107 | 90 | 101 |
| N=c1c2c(=N)n3c(nc2nc2sc4cc(Cl)ccc4n12)sc1cc(Cl)c(Cl)cc13 | 98 | 108 | 94 | 88 | 94 | 93 | 82 | 51 | . |
| CN(C)c1ccc(Cc2cc(-c3ccc(Cl)c(Cl)c3)n[nH]c2=O)cc1 | 89 | 99 | 91 | 100 | 96 | 69 | 100 | 84 | 75 |
| COc1ccc(/C=C/c2cc(N3CCOCC3)c3cc(Cl)c(Cl)cc3n2)cc1OC | 116 | 88 | 102 | 119 | 102 | 101 | 103 | 90 | 113 |
| CC(=O)C1=C(O)C=C2Oc3c(C(=O)/C=C/c4cc(Cl)cc(Cl)c4)c(O)c(C)c(O)c3[C@]2(C)C1=O | -29* | -41* | -42* | 8.7* | -24* | -41* | -5.0* | -52* | -14* |
